# LYPLA1 counter = blocks human lysophospholipase 1, a PME1 counter-screen. inhibition, % at 5.9 µM. 320,000 tested, 0.16% active. O75608. recombinant LYPLA1, FP-Rh probe fluorescence polarization. AID 2174;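 active = inhibition above the mean of all tested compounds plus 3 SD, set per campaign, cut at about 14% in these data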;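 note: inhibitors block serine hydrolase probe labeling of LYPLA1 so polarization falls; 0% = enzyme with DMSO and 100% = wells lacking LYPLA1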
# PREPL inh = human PREPL enzyme inhibition; Q4J6C6; recombinant PREPL, fluorescence polarization activity-based probe; inhibition, % at 5.96 µM; 320,000 tested, 0.68% active; in the data active = inhibition above about 43%;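 note: 0% = enzyme with DMSO and 100% = wells lacking enzyme; many of its hits are not listed in these tables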
# GSTO1 counter = blocks human GSTO1 in RBBP9 counter-screen | P78417 | recombinant GSTO1, activity-based probe fluorescence polarization | inhibition, % at 5.96 µM | 300,000 tested, 1.1% active;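 active = inhibition above the campaign mean inhibition plus 3 SD, cut at about 35% in these data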;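 note: 0% = GSTO1-1 with DMSO and 100% = wells lacking GSTO1-1 enzyme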
# PAFAH1B2 FP inh = inhibitors of human PAFAH1B2 | recombinant PAFAH1B2, FP-rhodamine activity probe, fluorescence polarization | inhibition, % at 3.39 µM | 340,000 tested, 1.2% active | P68402;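 active = inhibition above the mean of all tested compounds plus 3 SD, cut at about 24% in these data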;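 note: 0% = enzyme with DMSO and 100% = wells lacking PAFAH1B2; many of its hits are not listed in these tables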
# Target sequence (P68402 whole entry, looked up): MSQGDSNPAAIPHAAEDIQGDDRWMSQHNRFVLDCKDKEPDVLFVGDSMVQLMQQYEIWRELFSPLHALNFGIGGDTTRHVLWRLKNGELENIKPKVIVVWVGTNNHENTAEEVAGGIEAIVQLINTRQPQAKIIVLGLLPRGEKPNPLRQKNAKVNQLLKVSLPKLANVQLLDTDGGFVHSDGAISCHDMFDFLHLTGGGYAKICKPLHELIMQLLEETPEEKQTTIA
# PAD4 FP inh = blocks human protein arginine deiminase 4. Q9UM07. recombinant PAD4, RCA probe fluorescence polarization. inhibition, % at 6.36 µM. 330,000 tested, 0.41% active. AID 485272;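 active = percent inhibition above a cutoff equal to the mean of all tested compounds plus 3 SD, cut at about 15% in these data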;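 note: 0% = PAD4 with RCA probe and DMSO and 100% = probe without PAD4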
# LYPLA2 inh = blocks human lysophospholipase 2, a PME1 counter-screen; O95372; recombinant LYPLA2, FP-Rh probe fluorescence polarization; inhibition, % at 5.9 µM; 320,000 tested, 0.38% active; AID 2177;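 active = inhibition above the screen-wide mean plus 3 SD, limit set per campaign, cut at about 26% in these data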;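 note: 0% = LYPLA2 with DMSO and 100% = wells lacking LYPLA2 enzyme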
# pPAFAH inh = pPAFAH (human) enzyme inhibition; Q13093; recombinant pPAFAH, FP-rhodamine probe fluorescence polarization; inhibition, % at 3.39 µM; 330,000 tested, 1.5% active;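 active = inhibition above the mean inhibition across the screen plus 3 SD, cut at about 25% in these data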;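 note: inhibitors block binding of the rhodamine activity-based probe so polarization drops; 0% = enzyme with DMSO and 100% = wells lacking pPAFAH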
# Target sequence (Q13093 whole entry, looked up): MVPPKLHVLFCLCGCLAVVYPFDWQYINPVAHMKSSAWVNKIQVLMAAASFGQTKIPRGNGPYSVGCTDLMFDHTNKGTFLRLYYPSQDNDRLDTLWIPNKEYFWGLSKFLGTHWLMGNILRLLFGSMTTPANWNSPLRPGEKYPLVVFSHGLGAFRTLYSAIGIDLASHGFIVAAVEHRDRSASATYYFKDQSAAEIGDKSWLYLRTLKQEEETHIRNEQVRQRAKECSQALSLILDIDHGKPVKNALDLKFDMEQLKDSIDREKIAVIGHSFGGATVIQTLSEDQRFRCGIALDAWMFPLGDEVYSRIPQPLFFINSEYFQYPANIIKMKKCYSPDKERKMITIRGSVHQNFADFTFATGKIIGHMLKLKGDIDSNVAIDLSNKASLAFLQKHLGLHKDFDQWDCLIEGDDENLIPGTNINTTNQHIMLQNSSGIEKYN
# PME-1 primary = blocks human protein phosphatase methylesterase 1. recombinant PME-1, FP-Rh probe fluorescence polarization. Q9Y570. 320,000 tested, 0.53% active. inhibition, % at 5.9 µM;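 active = inhibition above the campaign mean of all compounds plus 3 SD, cut at about 26% in these data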;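 note: competitive labeling of PME-1 active site by serine hydrolase directed probe; 0% = PME-1 with DMSO and 100% = wells lacking PME-1 enzyme; inhibitors block probe labeling so polarization falls and inhibition rises; many of its hits are not listed in these tables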
# PAFAH1B3 inh = blocks human PAF acetylhydrolase 1B catalytic subunit 3 | recombinant PAFAH1B3, FP-rhodamine probe, fluorescence polarization | inhibition, % at 3.39 µM | 340,000 tested, 0.28% active | AID 492972;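 active = inhibition above the screen-wide average of all tested compounds plus 3 SD, cut at about 25% in these data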;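 note: 0% = enzyme with DMSO only and 100% = wells lacking PAFAH1B3 protein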
# Target sequence (Q15102 whole entry, looked up): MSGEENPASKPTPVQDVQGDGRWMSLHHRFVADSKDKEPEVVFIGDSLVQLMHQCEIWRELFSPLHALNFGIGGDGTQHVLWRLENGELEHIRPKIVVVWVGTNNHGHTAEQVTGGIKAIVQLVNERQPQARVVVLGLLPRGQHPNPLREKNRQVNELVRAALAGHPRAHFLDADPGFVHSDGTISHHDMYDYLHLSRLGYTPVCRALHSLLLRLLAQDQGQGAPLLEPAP
# * = called active by the depositor; . = not tested or not shown. These rows are one share of the data, so the mix of outcomes need not match the whole.
SMILES,LYPLA1 counter,PREPL inh,GSTO1 counter,PAFAH1B2 FP inh,PAD4 FP inh,LYPLA2 inh,pPAFAH inh,PME-1 primary,PAFAH1B3 inh
O=C(NCCCN1CCOCC1)c1cc(-c2cccs2)on1,1.3,8.9,3.5,0.8,-0.1,6.5,-0.7,-4.3,1.6
O=C(NCCc1ccco1)C(=O)NCC1OCCCN1S(=O)(=O)c1ccc(F)cc1 (centres undefined),-0.8,4.1,4.7,5.9,-3.0,-8.2,-5.1,1.0,-2.8
Cc1ccc(-n2ncc(C(=O)N3CCN(C(=O)c4ccco4)CC3)c2C2CCN(C(=O)OC(C)(C)C)CC2)cc1C,3.5,5.7,-12.5,-2.3,-0.3,-0.6,1.0,-6.3,9.4
Cc1ccccc1-n1ncc2c1CC(C)(C)CC2NC(=O)CCC(F)(F)F (centres undefined),-0.6,-2.7,-0.2,6.1,0.2,-0.9,5.4,-3.3,13.9
Cc1ccc2c(c1)C1(OCCCO1)C(=O)N2,-0.9,-5.7,-0.1,2.2,-5.2,2.6,3.0,-1.4,12.9
CNC(=O)c1cc2cc(OC)ccc2n1CCN(Cc1ccccc1)Cc1ccccc1,0.2,-10.7,0.6,-2.6,3.9,-4.4,0.2,-5.0,-1.7
CCCCCSc1nc2c(cnn2-c2ccccc2)c(=O)[nH]1,2.6,-0.3,-2.6,7.0,-4.1,3.1,1.6,-2.6,-7.5
COc1ccc(CN(CCC#N)CCC2(c3ccccc3)CC(C)N(C)CC2C)cc1OC (centres undefined),-3.9,29.5,6.1,-0.7,-4.8,-0.4,1.9,1.0,1.0
COCCn1cnnc1SCC(=O)Nc1cccc(S(=O)(=O)N2CCCCCC2)c1,-1.6,26.4,-1.4,0.9,-4.8,-8.4,3.2,-5.0,-7.2
O=C(/C=C/c1ccco1)c1cccnc1,-5.1,4.8,6.1,5.4,2.4,-7.1,10.3,3.3,8.9
CC1CCC2(CC1)NC(=O)N(NC(=O)CSc1nnc(NC3CC3)s1)C2=O (centres undefined),1.6,13.2,.,3.0,-3.6,2.1,-6.1,0.6,4.7
Cc1ccsc1/C=N/NC(=O)c1nnn(-c2nonc2N)c1CN(C)c1ccccc1,-6.3,4.4,-1.2,-2.2,0.9,-2.0,6.3,14.3,8.1
Cc1ccc(N=C2C(=S)N(c3ccc(C)cc3)C(=N)N2/N=C/c2ccc(Cl)cc2)cc1,-3.5,5.7,-1.0,6.7,-2.0,0.8,4.2,11.8,4.9
N#CC1(NC(=O)CSc2nnc(Cc3ccccc3)o2)CCCCC1,-1.9,16.8,.,2.2,-0.2,2.6,-0.8,1.1,-0.1
COC(=O)Cc1ccc(NC(=S)NCC(C)C)cc1,-2.2,-5.1,5.5,2.3,-0.3,-0.4,6.4,-0.5,-1.9
COc1cccc(C2C([N+](=O)[O-])=C(N)Oc3cc(C)oc(=O)c32)c1 (centres undefined),0.2,10.1,1.2,-0.5,-3.4,-4.9,5.8,5.2,3.8
CC1CCCCN1S(=O)(=O)c1ccc(S(=O)(=O)N(Cc2ccccc2)Cc2ccco2)cc1 (centres undefined),-1.1,3.0,2.0,4.0,1.9,-5.8,4.7,0.0,7.4
CCOC(=O)C1=C(C)N(C)C(=O)NC1c1cccc2ccccc12 (centres undefined),4.2,-20.1,6.0,2.4,-5.3,-1.0,1.1,-2.9,5.9
COc1ccc(C(=O)NCCC(=O)N2CCC3(CC2)NCCc2[nH]cnc23)cc1,-1.2,0.8,-5.7,0.4,0.5,0.0,8.8,0.2,7.6
CSc1nnnn1-c1cccc(O)c1,-0.8,0.7,4.2,-4.5,-0.9,5.8,2.5,2.0,3.1
COc1cc(C)c(CNC2CCCCC2)cc1C,3.1,2.6,3.5,0.4,-0.6,-1.6,0.5,0.9,9.8
Cc1ccc(S(=O)(=O)NC(C)C(=O)NC(C)c2cccs2)cc1 (centres undefined),3.7,-1.1,0.0,7.0,6.7,10.9,3.6,-3.2,-1.9
Cc1ccc(C)c(OCCC(=O)OCC(=O)c2c(N)n(C)c(=O)n(C)c2=O)c1,0.8,-7.6,-6.8,0.4,0.8,3.0,3.3,7.6,-0.8
CC(=O)N1CCN(C(=O)Cn2c(=O)oc3ccccc32)CC1,-1.4,6.9,6.2,0.8,5.2,0.4,7.0,3.3,8.2
Cc1cc(-c2ccc(N3CCOCC3)cc2)nc2ccccc12,0.6,15.7,6.2,1.8,1.9,-8.1,12.3,3.9,15.2
CC(=O)Nc1ccc(S(=O)(=O)CCC#N)cc1,-0.2,-2.4,4.1,0.4,3.1,4.1,1.2,1.2,-1.2
CN(CC(=O)Nc1ccc(N2CCOCC2)cc1)C(=O)CCNC(=O)c1ccccc1Cl,1.0,13.7,-2.9,2.1,-4.9,-1.5,9.1,3.2,4.8
CCCCOc1ccc(Cc2c(COCC)[nH]c(=S)[nH]c2=O)cc1,-2.1,-13.2,16.3,3.3,-1.9,11.1,1.1,7.2,6.4
CC(SCc1ccccc1)C(=O)Nc1ccccc1 (centres undefined),0.1,-5.5,-0.5,1.1,-3.1,3.6,1.8,1.3,12.2
CCS(=O)(=O)c1ccc(O)c(NC(=O)Nc2ccccc2OC)c1,-1.9,14.0,7.2,0.4,-0.4,3.1,14.9,-5.0,7.7
Cn1c(SCc2ccccc2)nnc1C1CCCNC1 (centres undefined),0.7,1.1,-3.7,6.2,-0.9,3.0,2.0,-3.9,6.7
CCn1nnc(NC(=O)c2ccc([N+](=O)[O-])o2)n1,-3.1,2.9,8.7,7.8,-7.0,-4.7,-2.2,-1.3,2.0
CC(C)(C)NC(=O)CCSc1nnc(-c2ccco2)o1,1.9,-1.4,-3.6,0.8,-6.5,0.5,-5.8,-2.9,3.9
CCOC(=O)CC1(NC(=O)C2CCC(=O)N(Cc3ccccc3F)C2)CCCCC1 (centres undefined),-3.0,4.8,9.4,5.4,-7.8,-9.5,-3.0,0.2,7.2
CC(C)[C@H](N)C(=O)NC[C@H](CC(=O)NC[C@H]1CC[C@H](C(=O)O)CC1)c1ccc(Cl)cc1,-1.4,-2.4,1.0,7.2,-2.6,0.2,8.9,-1.9,-2.4
Cc1ccc(NC(=O)C(=O)NCc2ccncc2)cc1,-0.2,1.5,10.5,-2.2,-2.2,3.1,-0.5,-2.2,1.7
Nn1c(SCc2cn3cc(Cl)ccc3n2)nnc1-c1ccncc1,6.2,11.4,8.0,-1.0,-0.6,8.0,0.6,-0.8,3.5
CCSc1nnc2ccc(-c3ccc(C)cc3)nn12,1.8,-1.8,-6.6,0.7,1.3,9.9,7.4,-8.6,6.0
Cc1ccc(CNC(=O)C2CCN(c3nnc(N4CCCC4=O)s3)CC2)cc1,-0.1,1.6,-0.3,6.2,-12.1,-4.4,-4.1,-5.5,1.4
CCCC(=O)Nc1c(-c2cccs2)c(=O)c2ccccc2n1CC,2.0,0.0,-3.4,.,-2.5,-0.5,1.9,-0.2,.
CCN(Cc1ccc(OC)c(COC)c1)CC1CCCN(CCc2cccc(F)c2)C1 (centres undefined),1.0,5.7,-2.8,-0.8,-5.9,-2.4,-5.5,0.1,7.7
C/C(=N\NC(=O)c1nc2ccccn2c1C)c1ccc2c(c1)OCO2,-1.3,-1.8,5.0,-1.2,-0.4,-4.5,1.6,-0.9,2.2
CCN1CCCn2c1nc1c2c(=O)n(C)c(=O)n1C,2.0,16.4,-2.2,2.0,-1.5,-5.1,-0.3,1.6,5.4
CCCCN1C(=O)C2NN=C(C(=O)OCC)C2C1=O (centres undefined),2.9,8.9,1.1,1.6,-0.8,5.5,9.3,1.7,5.2
Cc1cc(C)cc(NC(=O)CSc2nnc(CNC(=O)c3ccco3)o2)c1,3.1,17.9,-3.4,6.3,2.9,16.3,-1.6,1.3,-7.3
CCn1cc(CNC(=O)c2cccc([N+](=O)[O-])c2)c(C)n1,-3.2,11.5,-0.1,2.4,0.1,-0.3,2.4,-2.4,-3.7
COc1cccc(CC(=O)n2nc(N)c3cc4ccc(OC)cc4nc32)c1,-4.9,7.6,4.8,4.1,1.1,-4.5,-2.9,-9.7,-7.4
CC(=O)Nc1c(Cl)n(C(C)=O)c2ccccc12,-1.4,-5.3,4.6,0.8,-3.7,5.0,-0.6,3.8,6.6
S=C(Nc1ccc(Cl)cc1Cl)N1CCCC1,-3.9,-52.8,3.0,6.0,-0.5,-3.8,0.9,2.6,2.0
CCCn1c(SCC(=O)Nc2cccc(NC(C)=O)c2)nnc1C(C)C,-0.6,-4.3,5.0,7.3,1.8,-0.3,-1.1,6.5,2.8
O=C(NCC(c1ccco1)N1CCOCC1)c1ccc(Cl)cc1 (centres undefined),-1.0,8.0,-4.4,3.0,-4.8,-2.7,4.4,-0.4,2.8
O=C(NNC(=O)C1CC1)c1cc2cc3ccccc3nc2s1,0.9,13.4,3.4,-1.4,-6.5,1.2,-3.3,1.2,-5.0
Cc1ccc(NC(=O)c2ccc(COc3ccc4c(c3)CCC4)cc2)c(C)c1,0.5,3.5,-3.6,0.2,-0.2,-1.6,2.0,0.4,-1.3
N#Cc1c(SCC(=O)N2CCCCC2)nsc1SCC(=O)N1CCCCC1,3.5,10.0,-18.6,2.0,-0.6,10.1,-1.8,0.3,2.5
COc1ccccc1S(=O)(=O)Nc1cc(C)nn1-c1ccc(C)cc1,-3.4,6.3,-2.0,5.0,-7.5,-1.5,-0.9,-5.3,-0.7
Cn1c(C(=O)N[C@@H](C(=O)O)c2ccccc2)cc2cc(Cl)ccc21,-1.9,-2.9,-4.0,-5.7,0.0,-1.9,5.5,1.6,1.7
O=C(O)CN1C(=O)c2cccc(Oc3ccc(Cl)cc3)c2C1=O,-7.7,5.5,3.2,3.4,-2.5,-1.2,2.8,-4.1,-2.1
COc1ccc2[nH]c(C(=O)NCCN3CCOCC3)cc2c1,2.3,13.0,4.2,36.1*,1.4,1.6,-3.7,4.6,6.2
CC(C)c1ccccc1NC(=O)COC(=O)c1cc(=O)[nH]c(=O)[nH]1,-5.0,-2.3,-2.6,9.4,0.3,-1.5,-0.8,-1.6,-0.3
CSc1ccccc1C(=O)NCc1ccc(F)cc1,-1.7,-0.4,0.5,3.7,3.0,-0.7,0.7,1.0,1.0

# Quoted from the listing:
# `CCN1CCCn2c1nc1c2c(=O)n(C)c(=O)n1C` – LYPLA2 inh: -5.1
# `CSc1ccccc1C(=O)NCc1ccc(F)cc1` – PAD4 FP inh: 3.0

# Other records
SMILES,LYPLA1 counter,PREPL inh,GSTO1 counter,PAFAH1B2 FP inh,PAD4 FP inh,LYPLA2 inh,pPAFAH inh,PME-1 primary,PAFAH1B3 inh
O=C(O)c1ccc(/C=C2\CCCc3c2nc2ccccc2c3C(=O)O)cc1,-2.3,-8.7,-4.5,-1.7,-1.2,-7.4,2.7,-1.6,4.1
Cc1cccc(NC(=O)/C(=C\c2ccc([N+](=O)[O-])o2)NC(=O)c2ccc(Cl)cc2)c1,-4.1,6.3,-2.3,-6.2,-13.2,-3.5,9.0,-6.1,-1.7
CC(=O)N1N=C(c2ccccc2)CC1c1cn(Cc2ccccc2)c2ccccc12 (centres undefined),-2.4,22.0,-4.3,-3.1,-3.1,2.3,4.8,-7.6,-1.9
CCOP(=O)(OCC)C(NC(=O)Nc1ccc(Cl)c(Cl)c1)c1ccccc1 (centres undefined),-15.5,34.4,-4.8,-3.5,6.5,-14.7,1.9,-2.3,-3.6

# Screening results (PubChem)
